HTRA1 inhibitor: HTRA1 (human) protease inhibition; recombinant HTRA1, FP-rhodamine activity-based probe, fluorescence polarization; 0.5% of 340,000 active; inhibition, % at 5.96 µM; AID 504803; in the data active means inhibition above about 36%;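 further: 0% = enzyme with DMSO and 100% = wells lacking enzyme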
Target sequence (Q92743 whole entry, looked up): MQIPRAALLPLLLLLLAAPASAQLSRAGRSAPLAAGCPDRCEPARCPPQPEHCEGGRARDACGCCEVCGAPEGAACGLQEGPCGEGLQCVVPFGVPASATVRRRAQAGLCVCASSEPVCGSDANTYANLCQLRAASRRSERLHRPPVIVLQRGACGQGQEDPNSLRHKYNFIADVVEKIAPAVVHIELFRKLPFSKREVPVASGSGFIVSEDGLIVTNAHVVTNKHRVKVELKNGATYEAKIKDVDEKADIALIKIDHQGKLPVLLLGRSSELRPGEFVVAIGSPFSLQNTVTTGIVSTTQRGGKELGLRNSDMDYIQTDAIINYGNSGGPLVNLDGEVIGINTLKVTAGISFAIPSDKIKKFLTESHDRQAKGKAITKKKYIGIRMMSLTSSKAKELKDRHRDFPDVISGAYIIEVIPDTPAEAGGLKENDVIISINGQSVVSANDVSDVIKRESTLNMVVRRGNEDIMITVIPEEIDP
NR1D1 modulator: modulates human Rev-erb alpha binding to DNA. AID 1259318. activity, % at 10 µM. Rev-erbα–FITC-DNA binding, fluorescence polarization, 90 min. 0.79% of 370,000 active. P20393;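 active means activity above about 14%, limit read from the data; passing the limit was not always enough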;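 further: 0% = DMSO wells with 35 nM protein and 100% = DMSO wells with 750 nM protein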
Target sequence (P20393 whole entry, looked up): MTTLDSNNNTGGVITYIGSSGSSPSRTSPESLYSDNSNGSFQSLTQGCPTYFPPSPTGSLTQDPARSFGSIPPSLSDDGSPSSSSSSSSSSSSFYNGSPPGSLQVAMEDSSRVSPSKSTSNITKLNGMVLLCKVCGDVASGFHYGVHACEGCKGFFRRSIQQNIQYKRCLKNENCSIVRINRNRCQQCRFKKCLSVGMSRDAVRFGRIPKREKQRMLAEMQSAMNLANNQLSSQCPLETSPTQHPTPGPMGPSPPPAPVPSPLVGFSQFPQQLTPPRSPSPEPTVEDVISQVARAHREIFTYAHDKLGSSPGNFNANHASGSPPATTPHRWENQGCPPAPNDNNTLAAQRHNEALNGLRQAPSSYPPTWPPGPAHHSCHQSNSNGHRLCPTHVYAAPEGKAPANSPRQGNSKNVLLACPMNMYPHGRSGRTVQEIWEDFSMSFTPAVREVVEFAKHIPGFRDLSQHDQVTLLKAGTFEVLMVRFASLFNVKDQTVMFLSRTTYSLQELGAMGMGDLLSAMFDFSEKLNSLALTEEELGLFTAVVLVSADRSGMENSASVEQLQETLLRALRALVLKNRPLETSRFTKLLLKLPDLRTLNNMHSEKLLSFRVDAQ
Starred values were filed as active, the others as inactive; / = no result given.

SMILES | HTRA1 inhibitor | NR1D1 modulator
COC(=O)c1ccc(OCC2NCCc3cc(OC)c(OC)cc32)cc1 (stereo not given) | -1 | /
COC(=O)Cn1c(CN2CCN(c3ccc(F)cc3)CC2)nc2c1c(=O)n(C)c(=O)n2C | 4 | /
CCN1CCN(CCNC(=O)CCc2c(C)c3c(C)nn(-c4ccccc4)c3n(C)c2=O)CC1 | 4 | /
Cc1cccn2c(=O)c(C=O)c(Nc3ccc(S(N)(=O)=O)cc3)nc12 | -3 | /
CCN1C[C@@H]2[C@@H]3C(=O)N(Cc4ccccc4)C(=O)[C@@H]3[C@](C)(C(=O)OC)N2C1=NC | 11 | /
COc1cccc(/C=N/Nc2ncnc(N)c2[N+](=O)[O-])c1OC | 5 | /
CCOC(=O)CSc1nnc(Cc2ccccc2)n1-c1cccc(Cl)c1 | -4 | /
CC[C@]1(C(=O)OC)[C@H]2C(=O)N(Cc3ccccc3)C(=O)[C@H]2[C@H]2CN(C)C(=NC)N21 | 0 | /
CC(C)(C)NC(=O)C(c1ccc(-c2ccccc2)cc1)N(C[C@H]1CC[C@@H]([C@@H]2CC[C@H](CO)O2)O1)C(=O)c1ccccc1F (stereo not given in full) | -5 | /
CCOC(=O)CSc1n[nH]c(NC(=O)c2ccc(F)cc2)n1 | 4 | /
CCCCCCCCCCCCCCCC[N+](C)(C)CCN(Cc1ccc(OC)cc1)c1ncccn1 | 52* | /
Cc1cccc(/C=N/n2c(C3CCCCC3)n[nH]c2=S)c1 | -3 | /
CC(=O)n1cc([C@H]2C=C(C(=O)Nc3ccccc3)O[C@@H](OCc3ccc(CO)cc3)C2)c2ccccc21 | -94 | /
COc1ccc(C(CCN2CCCC(C)C2)c2c(OC)cc(OC)c3c2OC(=O)CC3c2cc(OC)c(OC)c(OC)c2)cc1 (stereo not given) | -4 | /
Cc1ccc(CNC(=O)C2(C(F)(F)F)C/C(=C\Cc3ccccc3)CCCO2)o1 (stereo not given) | -21 | /
CCCCN(CC(=O)Nc1c(C)cccc1CC)C(=O)SCC | 6 | /
CN(C)C(=O)/C(C#N)=C\c1cc(Br)c(Sc2ccc(Cl)cc2)o1 | -7 | /
COc1ccc(C2/C=C\CN(C(=O)Nc3ccc(C(F)(F)F)cc3)CC(=O)N2Cc2ccc(F)cc2)cc1 (stereo not given) | -71 | /
CCOC(=O)N1CCN(C(=O)c2c(N)no[n+]2[O-])CC1 | 5 | /
Cc1ccc(C)c(N2CCN(C3CCCCC3NS(=O)(=O)c3ccccc3)CC2)c1 (stereo not given) | -5 | /
Cc1cccc(N2CCN(C(=O)Cn3sc4nc(C)cc(C)c4c3=O)CC2C)c1 (stereo not given) | 1 | /
O=C(NC(=S)/C(=C1\CCCCCN1)[N+](=O)[O-])c1ccccc1 | 0 | /
CC(C)c1onc(C(=O)Nc2ccc3c(c2)OCO3)c1[N+](=O)[O-] | 1 | /
Cc1c(OC(=O)c2ccc([N+](=O)[O-])cc2)c2c(c[n+]1C)COC(C)(C)OC2 | 4 | /
NC(=O)c1cc[n+](CC2=C(C(=O)O)N3C(=O)[C@@H](NC(=O)C(c4ccccc4)S(=O)(=O)[O-])[C@H]3SC2)cc1 (stereo not given in full) | -2 | /

Some of these compounds in order of number of heavy atoms, descending:
SMILES | HTRA1 inhibitor | NR1D1 modulator
NC(=O)c1cc[n+](CC2=C(C(=O)O)N3C(=O)[C@@H](NC(=O)C(c4ccccc4)S(=O)(=O)[O-])[C@H]3SC2)cc1 (stereo not given in full) | -2 | /
CCN1CCN(CCNC(=O)CCc2c(C)c3c(C)nn(-c4ccccc4)c3n(C)c2=O)CC1 | 4 | /
Cc1ccc(C)c(N2CCN(C3CCCCC3NS(=O)(=O)c3ccccc3)CC2)c1 (stereo not given) | -5 | /
Cc1ccc(CNC(=O)C2(C(F)(F)F)C/C(=C\Cc3ccccc3)CCCO2)o1 (stereo not given) | -21 | /
CCOC(=O)CSc1nnc(Cc2ccccc2)n1-c1cccc(Cl)c1 | -4 | /
O=C(NC(=S)/C(=C1\CCCCCN1)[N+](=O)[O-])c1ccccc1 | 0 | /
CCOC(=O)N1CCN(C(=O)c2c(N)no[n+]2[O-])CC1 | 5 | /

Additional entries follow:
SMILES | HTRA1 inhibitor | NR1D1 modulator
O=c1cc(C(F)(F)F)nc(SCc2cccnc2)[nH]1 | 5 | /
N#Cc1c(N2CCCC2)nsc1-c1ccccc1 | -11 | /
Cc1ccccc1N=Cc1cccc(O)c1O | 49* | /
C=C(C)C(=O)Nc1cccc(C2=NOC3(C2)C[C@@H](C(N)=O)N(C(=O)c2ccc(OC)cc2)C3)c1 (stereo not given in full) | 1 | /
CCOC(=O)[C@@H]1[C@H]2COc3cc(OC)ccc3[C@@H]2N2C(=O)N(c3cccc(Cl)c3)C(=O)[C@@]12C | -26 | /
O=c1c2ccccc2nc(/C=C/c2ccc3c(c2)OCO3)n1CCCO | -6 | /
Cc1ccc2cccc(OCC(=O)NCCC3=CCCCC3)c2n1 | 2 | /
CCSc1nnc(-c2c[nH]c3ccccc23)o1 | -2 | /
CCC[n+]1c(C)sc2c3c(ccc21)CCCC3 | 46* | /
COC(=O)[C@@]1(Cc2ccc(F)cc2)[C@@H]2[C@@H](CC(=O)[C@H]2CC(=O)C(=O)N(C)C)CN1C(=O)c1ccccc1 | -2 | /
O=c1c([N+](=O)[O-])c(N2CCCCC2)c2ccccc2n1-c1ccccc1 | 5 | /
COc1ccc(CCNC(=O)c2ccc3c(c2)N(Cc2ccc(C)cc2)CCS3)cc1OC | -9 | /
CC(=O)Nc1ccc(S(=O)(=O)N[C@@H](C)C(=O)N2CCN(C/C=C/c3ccccc3)CC2)cc1 | -8 | /
CC(=O)c1ccc2c(c1)OCCOCCOCCOCCO2 | 0 | /
Cc1sc2ncnc(N3CCN(S(=O)(=O)c4ccccc4)CC3)c2c1C | 8 | /
COc1cccc(C=Nc2ccc3c(c2)OCCO3)c1O | 8 | /
COc1ccc(C(CNC(=O)c2oc3cc(C)c(Cl)cc3c2C)N2CCCCC2)cc1 (stereo not given) | -3 | /
Cc1cccn2c(=O)c(/C=C3\SC(=S)N(CC(C)C)C3=O)c(NCCCOC(C)C)nc12 | -3 | /
CCNC(=O)C1CCCc2c1[nH]c1ccc(Cl)cc21 (stereo not given) | -9 | /
Cc1c(C(=O)NCc2ccc3c(c2)OCO3)oc2ccc(S(=O)(=O)N3CCC(C)CC3)cc12 | -9 | /
CC(=O)c1ccc(OCC(O)CN2CCN(Cc3ccccc3)CC2)cc1 (stereo not given) | -2 | /
O=C(Cc1ccc(Cl)cc1)Oc1cccc2cccnc12 | 33 | /
CCOC(=O)C1CCN(C(=O)c2cc3c(-c4ccc(OC)c(OC)c4)nn(C)c3s2)CC1 | 1 | /
COc1ccc(N(C)C(=O)C2CCCN2S(=O)(=O)c2cccc3nsnc23)c(OC)c1 (stereo not given) | -2 | /
O=C(Nc1ccc(Cl)cc1)c1nc[nH]c1C(=O)NCCN(CCNC(=O)c1[nH]cnc1C(=O)Nc1ccc(Cl)cc1)CCNC(=O)c1[nH]cnc1C(=O)Nc1ccc(Cl)cc1 | -4 | /

Structures shown so far that have a thiophene ring, fused or not, in the order listed:
SMILES | HTRA1 inhibitor | NR1D1 modulator
Cc1sc2ncnc(N3CCN(S(=O)(=O)c4ccccc4)CC3)c2c1C | 8 | /
CCOC(=O)C1CCN(C(=O)c2cc3c(-c4ccc(OC)c(OC)c4)nn(C)c3s2)CC1 | 1 | /

The list continues:
SMILES | HTRA1 inhibitor | NR1D1 modulator
O=C(CSCc1ccccc1)Nc1ccc(Cl)cn1 | -4 | /
O=S(=O)(Cc1ccccc1)N=Nc1c(O)[nH]c2ccc(Br)cc12 | 9 | /
C/[N+]([O-])=C\c1ccc([N+](=O)[O-])o1 | 1 | /
ON(CCc1ccccn1)CCc1ccccn1 | 8 | /
CCC(C)(C)NC(=O)C1CCC(CNS(=O)(=O)c2cccc3nsnc23)CC1 (stereo not given) | 4 | /
Cc1ccc(C)c(N2CCN(C(=O)c3cc4ccccn4n3)CC2)c1 | -7 | /
COC(=O)c1ccc(OC)c(Cn2c(=O)n(C)c(=O)c3sccc32)c1 | -1 | /
O=C1/C(=C\c2cc(Br)cc(Br)c2O)SC(=S)N1Cc1ccccc1 | -34 | /
CCOC(=O)C(C)C(C)=O (stereo not given) | 3 | /
CC(C)CC(=O)NS(=O)(=O)c1ccc(NC(=O)c2ccco2)cc1 | 2 | /
C#CCOCCOCCOCCNc1nc(N2CCN(C(=O)CCCCCCCCCCNC(=O)[C@H]([C@@H](C)CC)n3cc(CCCCN=C(N)N)nn3)CC2)nc(N2CCN(C(=O)CCCCCCCCCCNC(=O)[C@@H]([C@H](C)O)n3cc(C)nn3)CC2)n1 | -85 | /
CCCCCCCN1C/C=C\C(c2ccc(OC)cc2)N(Cc2ccc(F)cc2)C(=O)[C@H]1Cc1ccccc1 (stereo not given in full) | 7 | /
COc1cc(C2c3c(-c4ccccc4)n[nH]c3C(=O)N2c2ccc(C(=O)O)cc2)ccc1O (stereo not given) | -3 | /
CCOC(=O)c1sc(NC(=O)CSc2nnnn2-c2ccccc2)c(C(=O)OCC)c1C | -13 | /
CC(=O)c1ccc(NC(=O)CSc2nnc(NC(=O)c3ccco3)s2)cc1 | -1 | /
CSc1nc2ccc3nc(NC(=O)c4ccc(Cl)s4)sc3c2s1 | -7 | /
CCOC(=O)c1ccccc1NC(=O)COC(=O)C(CCSC)NC(=O)COc1ccccc1 (stereo not given) | -26 | /
CCc1ccc(N=c2c([N+](=O)[O-])nn(-c3ccccc3)n2O)cc1 | 11 | /
COc1ccc(C2CC(c3c(O)cc(C)oc3=O)=NCCS2)c(OC)c1 (stereo not given) | -2 | /
Cc1ccn(C(=O)c2cc3c(C)nn(-c4ccccc4)c3s2)n1 | -2 | /
CCO[C@@H]1OC(C(=O)N2CCN(Cc3ccc4c(c3)OCO4)CC2)=C[C@H](c2csc3ccccc23)[C@H]1CCCO | -32 | /
Cc1ccc(-n2c3c(c(=O)[nH]c2=O)C(C(F)(F)F)(C(F)(F)F)NC(=O)N3)cc1 | 0 | /
CCN(CC)S(=O)(=O)c1cc(C(=O)Nc2cc(C)[nH]n2)ccc1Cl | -7 | /
O=C(O)c1cccc2c1/C(=N/Nc1ccc([N+](=O)[O-])cc1[N+](=O)[O-])c1ccccc1-2 | 4 | /
C[C@@H](C(=O)Nc1ccc2ccccc2c1)[C@@H]1C[C@@]1(C)[C@@H](NC(=O)OCc1ccccc1)c1ccccc1 | -80 | /

New compounds follow.
SMILES | HTRA1 inhibitor | NR1D1 modulator
Cc1sc2nc(C3CC3)nc(SCC(=O)N3c4ccccc4CC3C)c2c1C (stereo not given) | -8 | /
CCN1CCN(Cc2ccc(NC(=O)c3ccc(C)c(NC(=O)c4cccc(-c5cn[nH]c(=O)c5)c4)c3)cc2C(F)(F)F)CC1 | -33 | /
CC(O)CN1C(=O)C(CC(=O)Nc2ccc(Cl)cc2)SC1=Nc1ccccc1 (stereo not given) | -34 | /
O=C1c2ccccc2C(=O)N1/N=C/c1ccc(O)c(O)c1O | 44* | /
C#CCOCCOCCOCCNc1nc(N2CCN(C(=O)CCCCCCCCCCNC(=O)[C@H](CCCCN)n3cc(CCO)nn3)CC2)nc(N2CCN(C(=O)CCCCCCCCCCNC(=O)[C@H](CCCCN)n3cc(CCO)nn3)CC2)n1 | -18 | /
CCCCn1nnc(NC(=S)NC(=O)c2ccc(-c3cccc(Cl)c3Cl)o2)n1 | -12 | /
CCN1C(=O)[C@H]2[C@@H](c3ccccc3)N3C(=O)N(c4cccc(F)c4)C(=O)[C@@]3(CC(C)C)[C@H]2C1=O | -6 | /
C#CCOCCOCCOCCNc1nc(N2CCN(C(=O)CCCCCCCCCCNC(=O)Cn3cc(CCCCCN)nn3)CC2)nc(N2CCN(C(=O)CCCCCCCCCCNC(=O)[C@@H]([C@H](C)O)n3cc(C)nn3)CC2)n1 | -53 | /
COC(=O)c1ccc(-n2c(CCC(=O)O)ccc2-c2ccccc2)cc1 | -10 | /
O=C(CSc1ccc2nnc(-c3ccc(F)cc3)n2n1)NCC1CCCO1 (stereo not given) | -4 | /
CC(C)(C)c1ccc(OCC(=O)N2CCN(c3ncccn3)CC2)cc1 | -7 | /
COc1cc(O)c2c(=O)c3c(O)c(O)ccc3oc2c1OC | 54* | /
COc1cccc(-n2c(C)nn(C)c2=O)c1 | 0 | /
C[C@H]1[C@H](C)CC[C@]2(C(=O)O)CC[C@]3(C)C(=CC[C@@H]4[C@@]5(C)C[C@@H](O)[C@H](O)C(C)(C)[C@@H]5CC[C@]43C)[C@H]12 | -10 | /
O=C1NC(c2ccccc2)=C(c2nc3ccccc3s2)C(c2ccc(O)cc2)N1 (stereo not given) | -45 | /
O=C(CSc1cccc[n+]1[O-])c1cc2ccccc2o1 | 3 | /
COC(=O)CCS(=O)(=O)c1nc(-c2ccccc2)cc(C(F)(F)F)n1 | -13 | /
O=C1CCCC(O)=C1C(C#Cc1ccccc1)C1=C(O)CCCC1=O | 5 | /
CC(C)(C)NC(=O)CCn1nc(-c2ccc(Cl)cc2)c2ccccc2c1=O | -6 | /
Cc1cccc(N2C(=O)N3[C@H](c4ccc(Cl)cc4)[C@@H]4C(=O)N(C5CCCCC5)C(=O)[C@@H]4[C@]3(Cc3ccc(Cl)cc3)C2=O)c1 | -5 | /
O=C(C1=C[C@@H](c2csc3ccccc23)C[C@@H](OCc2ccc(CO)cc2)O1)N1CCN(Cc2ccccc2)CC1 | -51 | /
CCC1CCCCN1CCCNC(=O)Cn1cnc2sc(C)c(S(=O)(=O)N3CC(C)CC(C)C3)c2c1=O (stereo not given) | 0 | /
COc1ccc(-c2nc(CS(=O)CC(=O)NCc3ccc(C)cc3)c(C)o2)cc1OC (stereo not given) | -2 | /
CCn1c(=O)c([N+](=O)[O-])c(NCCc2ccccc2)c2ccccc21 | -31 | /
O=C(C1=C[C@@H](c2coc3ccccc3c2=O)C[C@@H](OCc2ccc(CO)cc2)O1)N1CCCCCCC1 | -15 | /
CCc1ccc(NC(=O)c2ccc(NC(=O)C3CCCO3)cc2)cc1 (stereo not given) | -6 | /
C/C(=N\NC(=S)Nc1ccccc1C)c1ccc(O)cc1 | 1 | /
CC[C@@H]([C@H](C)O)n1ncn(-c2ccc(N3CCN(c4ccc(OC[C@@H]5CO[C@@](Cn6cncn6)(c6ccc(F)cc6F)C5)cc4)CC3)cc2)c1=O | / | -1

Only part of the results is shown. The share of hits here may be higher or lower than overall.
